GRP78 ERSR act – ER stress response induction in glioma; hit rate 0.02% among 420,000; Potency, µM, for the others: at the top dose activation, actives largely listed as activators; U87-MG GRP78 promoter luciferase reporter, 16 h; further: potency means the concentration at half of the fitted maximal effect; series mostly up to about 76 µM; % of control where 0% means no effect; nearly all actives have a fitted effect of over 35% in size
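Stably transfected U87-MG glioma cells carrying a GRP78-based luciferase sensor; 16 h compound incubation. Luminescence end-point read 10 min after Bright-Glo addition at room temperature.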
Vif-A3F inh – inhibitors of Vif-A3F interaction; HeLa A3F-eYFP + Vif (tagged APOBEC3F with the HIV-1 protein that degrades it), YFP fluorescence increase; Potency, µM (top dose mostly 46.1 µM), for inactives: top-dose activity, negative = active; hit rate 0.2% among 390,000; AID 602313; further: potency means the concentration at half of the fitted maximal effect; % of control where 0% means no effect; nearly all actives have a fitted effect of over 65% in size
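HeLa cells stably expressing Vif plus C-terminally eYFP-tagged A3F were seeded, incubated overnight at 37 deg C, dosed with compound, incubated overnight again at 37 deg C. Yellow fluorescence (Ex 488/Em 500-530) reported blocked Vif-mediated A3F-eYFP degradation.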
Vif-A3G inh – Vif-A3G binding inhibition; Q9HC16; HeLa A3G-eYFP + Vif (tagged APOBEC3G with the HIV-1 protein that degrades it), YFP fluorescence, overnight; Potency, µM (series often up to 46.1 µM), without a hit: at the top dose activity, negative = active, most hits filed as inhibitors; hit rate 0.076% among 410,000;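 further: potency means the concentration at half of the fitted maximal effect; on the % scale 0 is the no-effect control and ±100 the full control effect; nearly all actives have a fitted effect of over 60% in size; hits raise eYFP signal because A3G escapes Vif-driven loss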
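HeLa cells stably expressing Vif and C-terminally eYFP-tagged A3G, seeded overnight at 37 deg C, then exposed to compound by pintool overnight at 37 deg C. Rise in yellow fluorescence (Ex 488/Em 500-530, Acumen) marks blocked Vif-driven A3G degradation.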
RXFP1 agonist – agonists of human relaxin receptor RXFP1 | Q9HBX9 | HEK293T-RXFP1 cAMP TR-FRET, 30 min; response scale: percent of porcine relaxin response, buffer zero | Potency, µM (titrated, usually from 57.5 µM), inactives show at the highest dose activation, most hits filed as activators | hit rate 0.3% among 370,000 | AID 2676; further: potency means the concentration at half of the fitted maximal effect; on the % scale 0 is the no-effect control and ±100 the full control effect; nearly all actives have a fitted effect of over 60% in size; many of its hits are not listed in these tables
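Agonist response is measured as cAMP accumulation in an RXFP1-transfected HEK293T line under PDE4 inhibition. Values are scaled between buffer-only and 29 nM porcine relaxin, and EC50s come from standard Hill equation fits.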
D1 antag – blocks dopamine activation of the human D1 receptor | hit rate 3.2% among 360,000 | activity change, negative = inhibition, % at 10 µM | AID 504652 | HEK293 TREx D1 cells, calcium flux, dopamine EC80; active compounds read low | P21728; in the data active means activity change below about -30%; further: on the % scale 0 is the no-effect control and ±100 the full control effect
Target sequence (P21728 whole entry, looked up): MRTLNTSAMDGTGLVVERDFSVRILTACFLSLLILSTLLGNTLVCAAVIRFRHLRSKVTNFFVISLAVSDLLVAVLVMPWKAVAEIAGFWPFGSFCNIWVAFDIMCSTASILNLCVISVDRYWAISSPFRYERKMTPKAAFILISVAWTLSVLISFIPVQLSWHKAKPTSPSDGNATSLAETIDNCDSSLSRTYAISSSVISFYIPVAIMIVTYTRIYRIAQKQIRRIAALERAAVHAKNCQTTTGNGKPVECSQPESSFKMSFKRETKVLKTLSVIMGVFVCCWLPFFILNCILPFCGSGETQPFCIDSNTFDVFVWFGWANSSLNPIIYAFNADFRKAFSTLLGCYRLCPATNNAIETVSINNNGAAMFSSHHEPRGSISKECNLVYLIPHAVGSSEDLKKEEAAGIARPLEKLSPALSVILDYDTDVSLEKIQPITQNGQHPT
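HEK293 T-REx cells expressing inducible, force-coupled D1 receptor; no-wash Ca dye, 30–90 min RT. Cmpd → 180 s read at 1 Hz → EC80 DA → 180 s read.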
D1 PAM – potentiators of human D1 dopamine receptor; P21728; HEK293 TREx D1 cells, calcium flux, dopamine EC20 potentiation; potentiation, % at 10 µM; hit rate 0.036% among 360,000; in the data active means potentiation above about 30%; further: 0% is about no effect
D1 ag – agonists of human D1 dopamine receptor; P21728; HEK293 T-REx D1 cells, calcium flux, agonist mode; activation, % at 2 µM; hit rate 1% among 360,000; AID 504660; in the data active means activation above about 30%; further: 0% is about no effect
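Inducible HEK293 T-REx D1 cells, force-coupled to calcium signalling, were plated at 4000 cells/well with tetracycline and held overnight at 30 C. After no-wash calcium dye loading, compound-evoked calcium rise over 180 s flagged agonists.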
D2 potentiator – positive allosteric modulators of human D2 dopamine receptor | HEK293 T-REx D2, calcium flux, EC20 dopamine potentiation | potentiation, % at 10 µM | hit rate 0.34% among 340,000 | AID 485347;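 active means potentiation over 3 SD above the plate norm, cut at about 30% in these data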; further: 0% is about no effect
Target sequence (P14416 whole entry, looked up): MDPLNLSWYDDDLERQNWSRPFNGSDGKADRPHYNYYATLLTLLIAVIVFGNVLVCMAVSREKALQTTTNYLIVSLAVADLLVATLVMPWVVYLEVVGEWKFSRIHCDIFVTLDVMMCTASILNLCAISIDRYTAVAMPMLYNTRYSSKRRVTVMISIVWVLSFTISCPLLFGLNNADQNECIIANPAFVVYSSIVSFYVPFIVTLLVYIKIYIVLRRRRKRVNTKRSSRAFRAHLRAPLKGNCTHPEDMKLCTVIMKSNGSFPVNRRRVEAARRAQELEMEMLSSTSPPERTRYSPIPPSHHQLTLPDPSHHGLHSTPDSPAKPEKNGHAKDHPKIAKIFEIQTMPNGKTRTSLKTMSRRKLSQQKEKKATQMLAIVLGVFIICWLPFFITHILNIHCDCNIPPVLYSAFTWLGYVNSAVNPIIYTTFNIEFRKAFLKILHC
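Tetracycline-induced Hek293 Trex D2 cells, force-coupled to calcium, loaded with no-wash calcium dye. Compound added with 180 s kinetic read for agonism, then EC20 dopamine and a further 180 s read for potentiation.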
LDHA inh – inhibitors of human lactate dehydrogenase A | hit rate 0.15% among 480,000 | activity change, % (values are at about 110 or 230 µM) | purified LDHA, NADH/diaphorase-resazurin fluorescence; active compounds read low | P00338; in the data active means activity change below about -30%; inconclusive means mostly about -25% to -30%;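 further: plate controls were DMSO wells for no effect and wells without enzyme for full effect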
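LDH5 2 nM; NADH 0.06 mM, pyruvate 0.2 mM; 200 mM Tris pH 7.4, EDTA, Tween-20; 5 min RT. Detection: diaphorase 0.133 mg/mL + resazurin 37 µM, fluorescence ex540/em590 at 0 and 20 min; normalized to enzyme-free and DMSO wells.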
Starred values were filed as active, the others as inactive; ? = inconclusive; / = no result given; & = joins results of further samples. Unless noted, the call rests on the fitted dose curve; in most records, active means well fitted curve in the direction sought with a large enough effect; inconclusive means small, poorly fitted or top-dose-only effect, or another doubt; inactive means no such curve, though single readings can be large; an effect the other way counts as inactive or inconclusive. A portion of the library, so the mix of outcomes need not match the whole.

SMILES	GRP78 ERSR act	Vif-A3F inh	Vif-A3G inh	RXFP1 agonist	D1 antag	D1 PAM	D1 ag	D2 potentiator	LDHA inh
COc1ccc(CC2(CCc3ccccn3)C(=O)NC(=O)N(c3ccccc3C)C2=O)cc1OC (stereo not drawn)	-6%	7%	11%	-0.6%	1	1	1	19	-2
OC(CCNCCc1c[nH]c2ccccc12)C(F)(F)F (stereo not drawn)	-7%	11%	0%	0.7%	-10	-1	5	/	-4
CC(=O)N1CN2CN(C(C)=O)CC(C(=O)c3ccc([N+](=O)[O-])cc3)(C2)C1	-3%	3%	0%	0.1%	2	-3	1	5	-6
CCCC(C)n1[nH]c(=O)c2c1NC(=O)CSC2c1ccccc1 (stereo not drawn)	-3%	-23%	-2%	0.5%	0	-2	2	1	-6
O=c1[nH]c(=S)[nH]c(O)c1/C=C1\C=Nc2ccccc21	-2%	?	-10%	/	/	/	/	/	-6
Cc1cccc(CN2CCN(c3ccc(Cl)cc3)CC2)c1	-3%	-3%	0%	1.2%	-5	-6	2	-18	-6
Cc1cccc(NP2(=O)NCCCN2)c1	-3%	3%	3%	/	/	/	/	/	-4
CC(C)=CCSc1nnc([C@@H](N)Cc2c[nH]c3ccccc23)o1	-3%	-6%	-1%	0.4%	-3	-1	1	10	-1&-6
COC(=O)C1=C(c2cccc(Cl)c2)C[C@@H]2CC[C@H]1N2C(=O)NCC1CC1	-1%	-1%	1%	0.8%	70	0	0	12	-4
COc1ccccc1/C=C1/C(=N/O)C2CCN1CC2	1%	0%	-1%	1.7%	-15	-7	3	7	-3
CN1CCN(c2ccc([N+](=O)[O-])c(NCc3ccco3)c2)CC1	-2%	-7%	-7%	-1.0%	-31*	-6	0	-18	-7
O=C1NC(=O)N(Cc2ccc(F)cc2)C(=O)/C1=C/c1cccs1	-4%	?	-16%	1.7%	1	-1	4	/	-8
N#CC(C#N)=Cc1cccnc1	0%	?	-1%	0.5%	-4	-3	2	/	-4
COc1cc2c(C(=O)N3CCN(C)CC3)c(C)n(C)c2cc1Br	2%	-12%	1%	0.9%	-7	-1	3	-7	-6
O=c1[nH]c(=O)n(CCC2=CCCCC2)c(O)c1C=NC1CCN(Cc2ccccc2)CC1	-4%	?	-1%	0.2%	-9	-3	1	8	-2
O=C1NC(=O)C(Nc2ccc(Cl)c(Cl)c2)C(=O)N1	1%	-13%	5%	/	/	/	/	/	-5
Cc1cc(/C=C2/C(=O)NC(=O)N(Cc3ccco3)C2=O)c(C)n1-c1ccccc1	-2%	-4%	-4%	0.4%	15	-4	7	-5	-1
COc1ccc2c(c1O)-c1c(OC)c(OC)cc3c1[C@H](C2)N(C)CC3	-4%&-5%&-4%	5%	2%	0.4%	-63*	-6	0	-3	2
CC(C)=CCOc1c2occc2cc2ccc(=O)oc12	1%&-1%&-5%	-1%	0%	0.6%	-6	-2	-2	1	4
COC(=O)C1=C(c2ccc(OC)c(OC)c2)C[C@@H]2CC[C@H]1N2C(=O)NCCOc1ccccc1Cl	-4%	4%	-7%	0.1%	22	0	1	8	1
C=CCn1c(O)c(C(CC)=NCCc2c[nH]c3ccccc23)c(=O)[nH]c1=O	-2%	-10%	?	0.3%	3	-1	3	6	-8
CCCc1cc(=O)oc2cc(OCC(=O)N3C[C@H]4C[C@@H](C3)c3cccc(=O)n3C4)ccc12	0%	0%	-2%	1.6%	17	5	1	-2	-2
CCN1CCN(c2cc(N3CCCC3)c(F)cc2[N+](=O)[O-])CC1	-4%	3%	3%	-2.0%	-3	-7	3	-26	1
COc1cc(CN=Cc2c(O)n(C(C)(C)C)c(=O)[nH]c2=O)cc(OC)c1	-3%	-8%	0%	0.4%	13	2	-1	-2	-7
Cc1ccc(-c2cc(-c3ccccc3)cc(-c3ccccc3)[n+]2-c2ccc(C(=O)O)cc2)cc1	-4%	-1%	1%	0.1%	-16	-6	0	4	1
CCCCNS(=O)(=O)c1ccc(OCC(=O)N2CCN(Cc3ccc4c(c3)OCO4)CC2)cc1	-5%	0%	1%	4.4%	-29	-1	4	5	3
Cc1ccc(CN(Cc2ccccc2)C(=S)NCC(=O)N2CCC3(CC2)OCCO3)o1	-5%	-2%	0%	-1.6%	-9	-4	2	8	-4
CC(C(=O)O)N(C(=O)c1ccccc1)c1ccc(F)c(Cl)c1 (stereo not drawn)	1%	15%	-11%	-0.6%	-9	-14	2	-3	-8
O=[N+]([O-])c1ccc(N2CCOCC2)c2cccnc12	-3%	0%	0%	1.8%	1	-2	2	5	-16
O=C(Cc1ccccc1)OCC(=O)N1CCN(S(=O)(=O)c2ccc(Cl)cc2)CC1	-1%	-3%	0%	0.1%	3	-2	4	0	-7

Given with two lines to a compound: entries from further up
Below each SMILES: GRP78 ERSR act	Vif-A3F inh	Vif-A3G inh	RXFP1 agonist	D1 antag	D1 PAM	D1 ag	D2 potentiator	LDHA inh
> COC(=O)C1=C(c2ccc(OC)c(OC)c2)C[C@@H]2CC[C@H]1N2C(=O)NCCOc1ccccc1Cl
→ -4%	4%	-7%	0.1%	22	0	1	8	1
> C=CCn1c(O)c(C(CC)=NCCc2c[nH]c3ccccc23)c(=O)[nH]c1=O
→ -2%	-10%	?	0.3%	3	-1	3	6	-8
> CCCc1cc(=O)oc2cc(OCC(=O)N3C[C@H]4C[C@@H](C3)c3cccc(=O)n3C4)ccc12
→ 0%	0%	-2%	1.6%	17	5	1	-2	-2
> CCN1CCN(c2cc(N3CCCC3)c(F)cc2[N+](=O)[O-])CC1
→ -4%	3%	3%	-2.0%	-3	-7	3	-26	1

Pulled by structure from the entries so far (2):
SMILES	GRP78 ERSR act	Vif-A3F inh	Vif-A3G inh	RXFP1 agonist	D1 antag	D1 PAM	D1 ag	D2 potentiator	LDHA inh
C=CCn1c(O)c(C(CC)=NCCc2c[nH]c3ccccc23)c(=O)[nH]c1=O	-2%	-10%	?	0.3%	3	-1	3	6	-8
COc1ccc2c(c1O)-c1c(OC)c(OC)cc3c1[C@H](C2)N(C)CC3	-4%&-5%&-4%	5%	2%	0.4%	-63*	-6	0	-3	2

(more compounds)
SMILES	GRP78 ERSR act	Vif-A3F inh	Vif-A3G inh	RXFP1 agonist	D1 antag	D1 PAM	D1 ag	D2 potentiator	LDHA inh
Cc1ccc(NC(=O)N(Cc2ccc3c(c2)OCO3)C2CCN(Cc3ccccc3)CC2)cc1Cl	-1%	3%	0%	1.7%	-7	-5	42*	/	5
COc1ccc2c(c1OC)C(=O)O[C@H]2[C@@H]1c2cc3c(cc2CCN1C)OCO3	-2%&-2%&-5%	7%	1%	0.3%	4	-3	0	-5	-11
O=C(O)c1cn(Cc2ccccc2)nc1-c1ccccc1	-5%	11%	3%	0.8%	-19	-5	4	4	-14
COC(=O)C1=C(c2cc3ccccc3o2)C[C@@H]2CC[C@H]1N2C(=O)NCCCOC(C)C	-3%	-1%	-3%	/	/	/	/	/	-5
CCOc1cc(-c2nc3c(C)cccn3c2NCC2CCCO2)ccc1O (stereo not drawn)	-4%	1%	2%	8.2%	-6	-8	1	9	5
CCOC(=O)/C(=N\Nc1ccccc1)N1CC1	0%	-7%	-4%	-1.4%	-1	-4	4	8	-2
CCCCCCn1c(O)c(C=NCCCn2ccnc2)c(=O)[nH]c1=O	-3%	-25%	-7%	0.9%	-20	-5	0	8	-9
Cc1cc(OC(=O)CCCNC(=O)OC(C)(C)C)c2c3c(c(=O)oc2c1)CCC3	-1%	-8%	-2%	0.8%	-13	-8	-2	3	0
c1ccc(CNC2=NCCS2)cc1	-5%	0%	0%	0.3%	9	0	2	-1	-5
CN1CCN(c2nc3ccccc3o2)CC1	4%	-1%	1%	0.0%	1	3	0	-2	-3
Cc1cc(Oc2ccc(C(F)(F)F)cc2[N+](=O)[O-])c2c3c(c(=O)oc2c1)CCCC3	-1%	-27%	2%	1.0%	4	-4	2	1	3
CC(C)CCNC(=O)CN1C(=O)CN=C(c2ccccc2)c2ccccc21	-2%	0%	-6%	-3.7%	7	0	2	5	-6
O=[N+]([O-])c1ccc(N2CCNCC2)c(Cl)c1	-1%	-8%	0%	0.9%	33	0	2	-4	-5
Cc1ccc(C)c(CN2CCC(n3nnc4cc(F)ccc43)CC2)c1	1%	-7%	-9%	0.3%	-9	-6	1	-29	-1
Cc1ccc(-c2nc3ccccc3c(=O)n2-c2ncccc2C)cc1	-3%	13%	2%	0.4%	9	1	-1	7	-6
Cc1nn(Cc2ccccc2Cl)c(C)c1C(=O)NC1CCCc2ccccc21 (stereo not drawn)	-1%	-11%	5%	2.1%	5	-3	6	-5	-1
O=C1NC(=O)N(Cc2ccccc2)C(=O)/C1=C/N1CCCc2ccccc21	5%	?	-6%	3.0%	4	-1	4	10	4
COc1ccc(N2C(=O)C(=O)N(c3ccc(OC)cc3)P2(=O)N(CCCl)CCCl)cc1	0%	-3%	3%	/	/	/	/	/	-9
COc1ccc(C(CC(=O)c2ccc3c(c2)OCO3)c2c(O)c3ccccc3oc2=O)cc1OC (stereo not drawn)	-1%	-2%	-4%	/	/	/	/	/	3
COC(=O)C(O)(c1ccc(NC(=O)c2cccs2)c(C)c1)C(F)(F)F (stereo not drawn)	-5%	-17%	-4%	1.8%	-12	-10	8	-2	-2
COc1ccc(C2CN(C)CC2C(=O)c2ccc(F)cc2)cc1Cl (stereo not drawn)	-3%	6%	0%	-0.2%	9	0	15	-35	-4
COc1ccc(S(=O)(=O)Cc2ccc(C(=O)N3CCC4(CC3)OCCO4)o2)cc1	-2%	3%	0%	-0.9%	13	3	-1	6	-3
CCOC(=O)[C@]12Cc3cc(OC)c(OC)cc3[C@H]1N(Cc1ccccc1)C(=O)c1ccccc12	-4%&-4%	0%	-11%&1%	/	/	/	/	/	-6
COc1cc(OC)c(OC)cc1CNCCc1cccc(F)c1	-7%	-4%	4%	2.3%	1	8	8	-4	-11

Source: PubChem BioAssay (National Center for Advancing Translational Sciences (NCATS))
